From PubChem
CHRM5 agonist = agonists of human muscarinic M5 receptor (CHRM5); P08912; CHO-K1 hM5 cells, Fluo-8 calcium fluorescence; 0% DMSO wells, 100% maximal acetylcholine response; activation, % at 3 µM; 360,000 compounds, 0.19% hits; AID 624037;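 active = activation above the run's mean over test compounds plus 3 SD, cut at about 23% in these data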;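 note: signal is peak over basal fluorescence ratio across the kinetic read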
Target sequence (P08912 whole entry, looked up): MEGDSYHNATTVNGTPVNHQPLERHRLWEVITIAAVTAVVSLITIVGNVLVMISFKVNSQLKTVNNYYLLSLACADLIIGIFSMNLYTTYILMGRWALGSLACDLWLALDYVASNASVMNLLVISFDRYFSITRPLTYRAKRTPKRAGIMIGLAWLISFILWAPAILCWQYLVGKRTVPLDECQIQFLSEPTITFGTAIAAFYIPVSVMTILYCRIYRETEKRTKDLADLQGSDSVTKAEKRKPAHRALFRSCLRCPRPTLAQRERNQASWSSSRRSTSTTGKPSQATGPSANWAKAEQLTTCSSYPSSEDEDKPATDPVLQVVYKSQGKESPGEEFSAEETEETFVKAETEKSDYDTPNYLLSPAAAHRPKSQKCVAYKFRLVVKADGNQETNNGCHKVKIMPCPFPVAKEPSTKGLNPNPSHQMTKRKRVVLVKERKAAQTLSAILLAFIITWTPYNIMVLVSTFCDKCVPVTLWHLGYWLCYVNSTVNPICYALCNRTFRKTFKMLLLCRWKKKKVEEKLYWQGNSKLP
M4 PAM = positive allosteric modulators of human muscarinic M4 receptor; CHO-K1 hM4/Gqi5, Fluo-8 calcium fluorescence, ACh EC20; 0% = ACh EC20, 100% = maximal ACh; P08173; AID 624126; activation, % at 3 µM; 360,000 compounds, 0.4% hits;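 active = activation above its plate's cutoff, the mean activation of sample wells plus 3 SD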; note: some results filed as inactive read as strong as hits
Target sequence (P08173 whole entry, looked up): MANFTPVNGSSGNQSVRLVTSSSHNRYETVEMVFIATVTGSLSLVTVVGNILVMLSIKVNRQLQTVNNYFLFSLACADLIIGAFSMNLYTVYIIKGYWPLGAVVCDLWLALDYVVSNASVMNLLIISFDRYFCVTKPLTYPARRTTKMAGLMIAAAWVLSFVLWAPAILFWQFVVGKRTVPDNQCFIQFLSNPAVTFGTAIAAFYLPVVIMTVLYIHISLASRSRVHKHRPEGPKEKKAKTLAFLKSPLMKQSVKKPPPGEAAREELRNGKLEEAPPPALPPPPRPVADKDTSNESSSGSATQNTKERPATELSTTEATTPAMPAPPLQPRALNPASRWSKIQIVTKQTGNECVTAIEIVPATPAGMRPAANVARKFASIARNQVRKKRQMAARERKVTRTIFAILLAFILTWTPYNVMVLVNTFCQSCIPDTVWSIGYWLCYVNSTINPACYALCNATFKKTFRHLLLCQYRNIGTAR
IDE inh = inhibits human insulin-degrading enzyme in HEK cells. P14735. FAbetaB cleavage, fluorescence polarization. inhibition, % at 5.59 µM. 320,000 compounds, 0.41% hits. AID 434962;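 active = percent inhibition above the average of all tested compounds plus 3 SD, set per screening campaign, cut at about 16% in these data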;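 note: IDE supplied by intact live HEK cells; FP after avidin binding of uncleaved biotin substrate so inhibition keeps polarization high; 0% = DMSO wells and 100% = 60 µM reference IDE inhibitor Ii1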
M4 ag = agonists of human muscarinic M4 receptor (CHRM4); P08173; CHO-K1 hM4/Gqi5, Fluo-8 calcium fluorescence; vehicle 0%, full acetylcholine response 100%; activation, % at 3 µM; 360,000 compounds, 0.14% hits; AID 624127;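 active = activation above the run mean over all test wells plus 3 SD, cut at about 32% in these data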;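 note: peak over basal fluorescence ratio per well then scaled between controls; 0% = DMSO wells and 100% = acetylcholine at EC100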
M4 antag = CHRM4 antagonism in calcium assay | P08173 | CHO-hM4 cells, ACh EC80, Fluo-8 calcium fluorescence | inhibition, % at 3 µM | 360,000 compounds, 0.73% hits;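 active = inhibition above its plate's cutoff, the mean inhibition of sample wells plus 3 SD, cut at about 27% in these data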;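 note: 0% = acetylcholine EC80 with DMSO and 100% = DMSO without agonist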
CRFR2-BP antag = CRF-BP/CRF-R2 complex antagonism; HEK293 CRF-R2/CRF-BP, CRF-induced calcium fluorescence; 350,000 compounds, 0.59% hits; inhibition, % at 11.8 µM;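 active = inhibition of the ligand-induced calcium signal above about 50% at the single tested concentration, limit read from the data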
CRFBP-R2 agonist = agonists of human CRF-binding protein/CRF-R2 receptor complex. HEK293 CRF-R2/CRF-BP, calcium dye fluorescence (FLIPR); percent of saturating CRF peptide response. activation, % at 13.2 µM. 350,000 compounds, 0.46% hits;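 active = activation of at least 50%, plus an integration ratio under a set limit after plate pattern correction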;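 note: plate controls were neutral control wells without compound for no effect and CRF at EC100 for full effect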
CHRM5 PAM = positive allosteric modulators of human muscarinic M5 receptor | 360,000 compounds, 0.3% hits | activation, % at 3 µM | CHO-K1 hM5, Fluo-8 calcium, ACh EC20 PAM; 0% = ACh EC20, 100% = ACh EC100 | P08912;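 active = activation above the run cutoff, the mean activation of all test compounds plus 3 SD, cut at about 18% in these data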
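System: CHO-K1 cell line with stable human muscarinic M5 receptor expression | Also added: EC20 acetylcholine as agonist stimulus | Compound: One concentration, 3 µM final (nominal) | Timing: Fluo-8 loading 80 min at 37 °C plus 30 min room temperature | Measured by: Fluo-8 calcium dye fluorescence, kinetic read | Read-out basis: % activation, ACh-normalized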
M5 antag = antagonists of human muscarinic M5 receptor (CHRM5). P08912. CHO-hM5 cells, Fluo-8 calcium fluorescence, ACh EC80. inhibition, % at 3 µM. 360,000 compounds, 0.59% hits. AID 624040;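 active = inhibition above a per-plate cutoff, the mean of that plate's test compounds plus 3 SD, cut at about 27% in these data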;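 note: 0% = acetylcholine EC80 with DMSO and 100% = DMSO without agonist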
The depositor's hits bear a star; . = not tested or not shown.

The line under a structure holds: CHRM5 agonist, M4 PAM, IDE inh, M4 ag, M4 antag, CRFR2-BP antag, CRFBP-R2 agonist, CHRM5 PAM, M5 antag
O=C(Nc1ccccc1)C(=O)c1c[nH]c2ccccc12
  0, -9, 6, 4, 11, 20, 1.4, -7, -1
CCn1cc(CNC(=O)C2CCC(=O)N(CCc3cccc(F)c3)C2)cn1 (stereo unspecified)
  -2, 2, ., 1, -4, -2, 0.6, -2, -1
Cc1ccccc1NC(=O)CSc1nc2n(n1)CCCCC2
  -4, 11, -1, 0, -10, 4, -5.9, -1, 6
CCN(CC)c1nc(N)c2c(N)nc(OC)cc2c1C#N
  5, 2, -4, 4, -8, -13, -3.3, -6, 2
CCOC(=O)Nc1sc(NS(=O)(=O)c2ccc(C)cc2)nc1C
  2, 12, -1, 1, 3, 5, 1.0, 2, 7
Cc1cc(C)c[n+](C(C)C(=O)c2ccc(Cl)cc2)c1 (stereo unspecified)
  -1, 0, 2, 1, -3, 8, 2.1, 1, 11
CC(=O)NCCNc1nc2c(-c3ccccc3)nnn2c2ccccc12
  -1, 4, 0, 2, -4, 21, 0.6, -5, 4
O=C(Nc1ccc(Cl)c(S(=O)(=O)N2CCOCC2)c1)c1cc2ccccc2oc1=O
  4, -2, 2, 3, -2, -6, -2.5, 6, -8
Cc1cccc(NC(=S)N2CCN(c3ccccc3)CC2)c1
  4, -5, 3, 3, 5, -13, 1.0, 3, 8
Cc1nc(-c2ccccc2)sc1C(=O)Nc1ccccc1F
  -2, 4, 1, 3, -6, -11, 0.5, -6, 5

Remaining list, next part:
The line under a structure holds: CHRM5 agonist, M4 PAM, IDE inh, M4 ag, M4 antag, CRFR2-BP antag, CRFBP-R2 agonist, CHRM5 PAM, M5 antag
Cc1ccc(S(=O)(=O)Nc2ccc(Cl)cc2O)cc1
  6, -2, ., 13, 9, ., ., -6, 0
CCC1=C2CC[C@H]3C(=O)N(CC)C(=O)[C@H]3[C@H]2[C@@]2(Cc3ccccc3)C(=NCc3ccccc3)OC(=O)N2C1=O
  -1, -2, -2, 2, 1, 8, -1.8, -7, 8
C=CCN(c1ccccc1)S(=O)(=O)c1cccc(C(=O)Nc2ncccc2O)c1
  -2, 2, 9, 1, -13, 12, -3.5, -1, 8
CCC(=O)Nc1ccc(C(=O)Nc2c[nH]c(=O)[nH]c2=O)cc1
  -3, 5, 6, 0, -3, -8, -0.7, 1, -2
CC1CCCC(NC(=O)c2ccncc2)C1C (stereo unspecified)
  3, 0, 5, 1, 11, 7, -0.2, -4, 3
O=C1CC(c2ccccc2)Sc2ccccc2N1 (stereo unspecified)
  0, -2, 0, 0, 2, 0, 0.6, 7, -6
COc1ccc(NC(=O)CCCSc2ccccc2)cc1S(N)(=O)=O
  -2, 4, -5, 0, -3, -4, 0.1, 1, 3
CCCC(=O)NC(C)c1nc2ccccc2[nH]1 (stereo unspecified)
  1, 6, -4, 1, -3, 58*, -2.2, -1, -1
Cc1cccc(N2CCN(C(=O)c3ccc(N4CCCC4=O)cc3)CC2C)c1 (stereo unspecified)
  -3, 0, 11, 4, -2, 1, -1.5, -10, 5
CCn1c(CNS(=O)(=O)c2ccc(Br)cc2)nnc1SC
  -3, 10, 0, 1, 5, -4, 0.6, 0, 11

9 entries already listed, ordered by number of heavy atoms, rising.
The line under a structure holds: CHRM5 agonist, M4 PAM, IDE inh, M4 ag, M4 antag, CRFR2-BP antag, CRFBP-R2 agonist, CHRM5 PAM, M5 antag
CCCC(=O)NC(C)c1nc2ccccc2[nH]1 (stereo unspecified)
  1, 6, -4, 1, -3, 58*, -2.2, -1, -1
O=C1CC(c2ccccc2)Sc2ccccc2N1 (stereo unspecified)
  0, -2, 0, 0, 2, 0, 0.6, 7, -6
Cc1ccc(S(=O)(=O)Nc2ccc(Cl)cc2O)cc1
  6, -2, ., 13, 9, ., ., -6, 0
CCn1c(CNS(=O)(=O)c2ccc(Br)cc2)nnc1SC
  -3, 10, 0, 1, 5, -4, 0.6, 0, 11
Cc1cccc(NC(=S)N2CCN(c3ccccc3)CC2)c1
  4, -5, 3, 3, 5, -13, 1.0, 3, 8
COc1ccc(NC(=O)CCCSc2ccccc2)cc1S(N)(=O)=O
  -2, 4, -5, 0, -3, -4, 0.1, 1, 3
Cc1cccc(N2CCN(C(=O)c3ccc(N4CCCC4=O)cc3)CC2C)c1 (stereo unspecified)
  -3, 0, 11, 4, -2, 1, -1.5, -10, 5
C=CCN(c1ccccc1)S(=O)(=O)c1cccc(C(=O)Nc2ncccc2O)c1
  -2, 2, 9, 1, -13, 12, -3.5, -1, 8
CCC1=C2CC[C@H]3C(=O)N(CC)C(=O)[C@H]3[C@H]2[C@@]2(Cc3ccccc3)C(=NCc3ccccc3)OC(=O)N2C1=O
  -1, -2, -2, 2, 1, 8, -1.8, -7, 8

Next part:
The line under a structure holds: CHRM5 agonist, M4 PAM, IDE inh, M4 ag, M4 antag, CRFR2-BP antag, CRFBP-R2 agonist, CHRM5 PAM, M5 antag
Cc1ccc(-c2nc(NCCCO)c3ccccc3n2)cc1
  0, -3, -3, 2, 17, -5, 0.5, -2, -9
O=C(CCN1C(=O)c2ccccc2S1(=O)=O)Nc1ccc(C(=O)O)cc1
  0, 2, -2, 1, 3, -25, -1.9, -1, -1
NNC(=O)[C@H](Cc1ccccc1)NC(=O)Nc1ccc2c(c1)OCCO2
  -15, -41, 8, 0, 22, -5, -0.9, -29, 9
COc1cccc(C(O)C2OC(=O)c3ccccc32)c1OC (stereo unspecified)
  -2, -1, -1, 1, 1, 9, -0.5, 1, 5
O=C(CN1C(=O)CSC1=O)Nc1ccc(N2CCOCC2)cc1
  -4, -3, -2, 0, -2, 1, 1.7, -6, -3
O=C(CCn1nc(-c2ccc(F)cc2)ccc1=O)NCc1ccccc1
  -3, -17, 11, 0, 8, 8, -0.3, 4, -3
Cc1ccc(S(=O)(=O)N2CCN(C(=O)COC(=O)COc3ccc(Cl)c(C)c3)CC2)c(C)c1
  1, 11, ., 3, -4, 13, 13, 3, 8
CCC(NC(=O)Cc1c(C)c2c(cc(C)c3c(C)c(C)oc32)oc1=O)C(=O)O (stereo unspecified)
  -2, -6, ., 2, 2, 6, -1.0, 6, -4
CN1C(=O)NC(c2ccc(O)cc2)C2=C1CN(c1ccc(O)cc1)C2=O (stereo unspecified)
  -2, 3, 1, 2, 1, -4, 0.2, 2, -2
O=S(=O)(NCc1cccs1)c1ccc(Br)cc1
  -7, 1, 2, 0, 2, 15, -1.8, -7, 14

(list continues)
The line under a structure holds: CHRM5 agonist, M4 PAM, IDE inh, M4 ag, M4 antag, CRFR2-BP antag, CRFBP-R2 agonist, CHRM5 PAM, M5 antag
O=C(c1cccc(S(=O)(=O)N2CCN(c3ccc(F)cc3)CC2)c1)N1CCCC1
  4, 4, 4, 4, -5, 7, -0.6, -4, 10
CN(CC(=O)Nc1cccnc1)S(=O)(=O)c1ccccc1
  -2, 1, 2, 2, -1, 11, -1.9, -3, -2
COCCN(C(=O)CSc1ncn[nH]1)c1c(N)n(Cc2ccccc2)c(=O)[nH]c1=O
  2, 3, -2, 1, 1, 2, 5.4, 0, 6
ClC(=C\c1ccccc1)/C=N/N1CCN(c2ccccn2)CC1
  -1, 4, 5, 2, 1, 20, -0.4, 2, 6
Cc1onc(-c2ccccc2)c1C(=O)OCC(=O)Nc1ccccc1Cl
  -1, -6, ., 0, -2, 21, -2.1, -2, 2
COc1ccc(S(=O)(=O)NCc2cccnc2)cc1NC(=O)c1ccc(C)cc1
  -3, 1, 0, 1, 6, 10, -0.6, 1, 1
CC(Oc1ccccc1F)c1nnc(SCC(=O)Nc2ccc(N3CCOCC3)cc2)o1 (stereo unspecified)
  2, 0, -2, 1, 5, 1, -0.5, 2, 8
COc1ccc(OC)c(C(=O)CC2OC(=O)c3ccccc32)c1 (stereo unspecified)
  -1, -5, 4, 4, 12, 0, -2.4, -10, -4
COCCNC(=O)C[C@H]1C[C@H]2c3cc(NS(=O)(=O)c4ccc(F)cc4)ccc3O[C@H]2[C@H](CO)O1
  0, 1, ., 1, -4, -13, -0.6, -2, 8
CC1C(c2ccccc2)=Nn2c(=O)n(-c3ccccc3)c(=O)n21 (stereo unspecified)
  0, 3, ., 1, -2, -22, -2.6, 0, 6

Other entries follow:
The line under a structure holds: CHRM5 agonist, M4 PAM, IDE inh, M4 ag, M4 antag, CRFR2-BP antag, CRFBP-R2 agonist, CHRM5 PAM, M5 antag
COc1ccc(C)cc1NC(=O)CNC(=O)Cn1ccc2ccccc2c1=O
  -1, -2, 2, 2, 8, -7, 0.7, -3, 3
O=C(NNS(=O)(=O)c1ccc(Cl)cc1)C1CCN(Cc2ccccc2)CC1
  -6, -12, 4, 1, 11, -4, -0.9, -23, 40*
COc1ccc(C2=Nn3c(nnc3-c3ccccc3)SC2)cc1OC
  -1, 5, 5, 1, 13, 6, -1.3, -1, -3
Clc1ccc(Cc2ccc(SCc3ccccc3)nn2)c(Cl)c1
  1, -14, 13, -1, 19, -23, 10, -10, 2
COc1ccccc1C1(O)CCN(CC(=O)Nc2nc(-c3ccccc3)cs2)CC1
  0, -10, 0, 15, 4, -6, -0.4, -17, 20
COc1cc(C2c3cc4c(cc3C(OC3OC5COC(c6cccs6)OC5C(O)C3O)C3COC(=O)C23)OCO4)cc(OC)c1O (stereo unspecified)
  0, 3, 12, 0, 9, -1, 1.4, 0, -1
CC[C@]12c3[nH]c4ccc(Cl)cc4c3CCN1C(=O)[C@@H](CC(=O)NC/C=C(\C)CCC=C(C)C)C[C@@H]2C(=O)N1CCN(C(=O)C2CC2)CC1
  -1, 2, ., -1, 1, 5, -2.8, -4, -1
CC(=O)c1ccc(NC(=S)N2c3ccccc3CC2C)cc1 (stereo unspecified)
  -3, -9, -6, 1, 1, -1, 2.1, 1, -8
Cc1ccc(C)c(N2CCN(c3cnn(-c4nc5ccccc5s4)c(=O)c3Cl)CC2)c1
  -2, 2, 8, 1, -9, 2, 2.6, 1, 4
Cc1cc(C)n(-c2ccc(Cl)c(C(=O)NCc3ccccc3)n2)n1
  2, 6, 5, 1, -6, 15, 0.1, 12, -6

Continued.
The line under a structure holds: CHRM5 agonist, M4 PAM, IDE inh, M4 ag, M4 antag, CRFR2-BP antag, CRFBP-R2 agonist, CHRM5 PAM, M5 antag
COc1ccccc1S(=O)(=O)Cc1ccc(C(=O)N2CCN(c3cccc(Cl)c3)CC2)o1
  3, -20, 11, 24, 2, -7, 0.2, -17, 14
COc1ccc(CN2CCN(C(=O)CC(C)C)CC2)cc1OC
  -1, 5, -1, 1, 0, 6, -1.1, 1, 1
O=C(O)c1sc2cc(C(F)(F)F)cnc2c1-c1ccccc1
  -5, 4, 1, 0, -4, -1, 1.4, -2, 1
O=C(COc1ccc2c3c(c(=O)oc2c1)CCCC3)N1C[C@H]2C[C@@H](C1)c1cccc(=O)n1C2
  -1, -6, 5, 1, 5, -7, 1.9, 1, 10
CC(C)N1CN=C(Nc2nc3ccccc3o2)NC1
  2, 5, 0, 1, 2, 0, -0.4, 6, 9
COc1ccc(CCC(=O)OCC(=O)Nc2ccccc2OC(F)F)cc1OC
  3, 1, -2, 3, 1, 0, -2.0, 3, -4
